Screening results deposited in PubChem BioAssay by several laboratories.
CF NFkB inh: blocks PAF-induced NF-kB reporter in cystic fibrosis cells | 360,000 tested, 0.86% active | KKLEB NF-kB-GFP reporter, GFP fluorescence overnight | inhibition, % at 5 µM | AID 588850;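 active = at least 50% inhibition at 5 µM, scaled per plate between neutral and stimulator controls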;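 also: PAF is a Pseudomonas aeruginosa culture filtrate used as stimulus; plate controls were PAF-stimulated DMSO wells for no effect and unstimulated DMSO wells for full effect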
MITF TRPM1 inh: reduces MITF-dependent TRPM1 promoter luciferase signal; inhibition, % at 12.5 µM; 330,000 tested, 0.83% active; SK-MEL-5 TRPM1 promoter luciferase, 24 h; AID 488899;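 active = mean inhibition across replicates of 60% or more, whatever share of single replicates reaches that level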; also: values of inactives mirror those of a sister screen read the other way
CaV13 FRET inh: Primary screen for inhibitors of IQ motif and Ca2+-dependent inactivation inhibitor domain binding in CACNA1D, Förster resonance energy transfer in living cells, …; HEK cells, CFP/YFP FRET ICDI-IQ, plate reader, 10 min; percent FRET-ratio fall versus neutral wells; inhibition, % at 12.3 µM; 340,000 tested, 0.098% active; AID 743397;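 active = mean replicate inhibition of at least 30% and at least 1% of replicates passing that level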;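 also: 0% = median of the neutral control wells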
Peg3 promoter: reduces Peg3 promoter-driven luciferase expression in HeLa | HeLa PEG-Prom luciferase reporter, luminescence, overnight | 360,000 tested, 1.7% active | inhibition, % at 20 µM;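 active = inhibition of at least 50% at 20 µM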
KKLEB cytotox: CF airway cell cytotoxicity counter-screen | KKLEB CF airway cells viability, ATPlite luminescence, overnight; stronger effect = lower value; cells stimulated with P. aeruginosa culture filtrate | activity change (cytotoxicity), % at 5 µM | 360,000 tested, 0.36% active | AID 602141;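 active = corrected activity change at or below -50% at 5 µM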
HIF-2a block: blocks HIF-2a reporter activity. AID 624352. inhibition, % at 18.8 µM. 360,000 tested, 0.72% active. 786-0 RCC cells HIF-2a reporter, luciferase luminescence, overnight;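 active = inhibition of the luminescence signal of 40% or more relative to plate controls, in a single-dose primary screen at 18.75 µM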
Shn3 3UTR inh: Schnurri-3 reporter inhibition in Clone20 osteoblasts; AID 588674; 360,000 tested, 0.52% active; Clone20 osteoblast Shn3 3'UTR firefly luciferase, 24 h; inhibition, % at 12.5 µM;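 active = mean inhibition of at least 75% with every replicate also reaching 75%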;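 also: 0% = median of neutral control wells and 100% = pilot-screen positive control compound; some compounds past the cut are filed as inactive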
NR2E3 ag-1: activates human photoreceptor nuclear receptor NR2E3. Q9Y5X4. GST-NR2E3/biotin-RetCOR TR-FRET, 1536-well. inhibition of corepressor binding, % at 4.78 µM. 320,000 tested, 0.12% active. AID 2300;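 active = percent inhibition above the cutoff of mean plus 3 SD of all tested compounds, set per screening campaign, cut at about 20% in these data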;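 also: 0% = DMSO wells and 100% = biotin wells as full block of FRET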
Target sequence (Q9Y5X4 whole entry, looked up): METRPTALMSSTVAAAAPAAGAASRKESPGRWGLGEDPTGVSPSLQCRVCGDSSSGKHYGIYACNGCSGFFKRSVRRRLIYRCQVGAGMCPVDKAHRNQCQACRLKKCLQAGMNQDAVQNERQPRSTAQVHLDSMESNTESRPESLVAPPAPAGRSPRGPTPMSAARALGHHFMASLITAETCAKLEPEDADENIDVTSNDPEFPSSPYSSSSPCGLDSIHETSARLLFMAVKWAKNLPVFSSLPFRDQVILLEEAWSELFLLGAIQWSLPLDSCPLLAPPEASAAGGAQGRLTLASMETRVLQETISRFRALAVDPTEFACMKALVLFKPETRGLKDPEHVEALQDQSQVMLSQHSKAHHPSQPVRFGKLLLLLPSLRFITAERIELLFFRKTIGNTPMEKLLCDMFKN
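Material: NR2E3–RetCOR corepressor complex / Amount: 1.35 nM GST-NR2E3 / Medium: Tris pH 7.5 / Compound: single nominal compound dose of 4.8 µM / Incubation: 5 h at 4 °C / Technique: TR-FRET, Eu(K)-anti-GST donor, streptavidin-D2 acceptor, ex 340, em 617/671 nm / Read-out basis: percent loss of FRET ratio relative to control wells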
NR2E3 ag-2: agonists of human NR2E3 nuclear receptor; 360,000 tested, 0.35% active; inhibition of corepressor binding, % at 3.98 µM; CHO-S Gal4-NCOR/VP16-NR2E3 two-hybrid, luciferase; Q9Y5X4; AID 602229;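 active = inhibition above the mean of all tested compounds plus 3 SD, cut at about 70% in these data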;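 also: 0% = DMSO with NR2E3 transfected cells and 100% = cells lacking NR2E3 construct; higher means lower luciferase signal from less NR2E3 corepressor binding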
Vif imaging: inhibitors of HIV Vif; HEK293T cells, Vif self-association by quenched fluorescence, imaging, 24 h; inhibition, % at 7.49 µM; 340,000 tested, 0.35% active; in the data active = inhibition above about 50%, passing the limit was not always enough; also: some results filed as inactive read as strong as hits
PDI turbidity: blocks human protein disulfide isomerase activity; P07237; PDI insulin aggregation turbidity, A650, 90 min; inhibition, % at 10 µM; 350,000 tested, 0.052% active;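 active = mean inhibition across replicates of 30% or more, whatever share of single replicates reach that level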;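 also: absorbance from insulin aggregation driven by PDI reduction with DTT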
Target sequence (P07237 whole entry, looked up): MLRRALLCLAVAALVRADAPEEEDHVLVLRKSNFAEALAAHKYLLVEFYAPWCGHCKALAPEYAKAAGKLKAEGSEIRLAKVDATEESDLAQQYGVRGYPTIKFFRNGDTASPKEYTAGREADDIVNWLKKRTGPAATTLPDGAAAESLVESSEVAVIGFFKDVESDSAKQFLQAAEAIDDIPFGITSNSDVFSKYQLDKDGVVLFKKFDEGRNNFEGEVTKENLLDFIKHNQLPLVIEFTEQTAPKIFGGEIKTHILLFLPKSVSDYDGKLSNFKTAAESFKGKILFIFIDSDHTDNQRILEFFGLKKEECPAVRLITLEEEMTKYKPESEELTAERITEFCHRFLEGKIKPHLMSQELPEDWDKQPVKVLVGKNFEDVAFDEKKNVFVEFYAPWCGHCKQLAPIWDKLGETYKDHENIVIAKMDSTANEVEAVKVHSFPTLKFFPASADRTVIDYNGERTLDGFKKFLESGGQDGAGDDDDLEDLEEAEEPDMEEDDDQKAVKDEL
Starred values were filed as active, the others as inactive; . = not tested or not shown.

Values run as follows: CF NFkB inh, MITF TRPM1 inh, CaV13 FRET inh, Peg3 promoter, KKLEB cytotox, HIF-2a block, Shn3 3UTR inh, NR2E3 ag-1, NR2E3 ag-2, Vif imaging, PDI turbidity
[1] Cc1[nH]c(=O)[nH]c(=O)c1S(=O)(=O)N1CCN(c2ccccc2)CC1
    3, -6, -13, 2, 15, 12, 8, 1, -16, 0, -3
[2] COc1ccccc1NC(=O)C(Cc1ccc(Cl)cc1)c1nn[nH]n1 (configuration not stated)
    21, -5, -3, 13, -2, 4, -5, 0, 1, -2, -5
[3] O=C(Nc1cccc2ccccc12)c1ccc([N+](=O)[O-])o1
    83*, 54, -20, 37, -24, 31, 36, -1, 8, -3, -2
[4] c1ccc(SCCN2CCN(c3ccccc3)CC2)cc1
    -22, -50, -19, -136, 4, -134, -39, 0, -56, -17, -5
[5] COc1ccc2nc(N3CCCC(C(=O)NCCCN4CCN(C)CC4)C3)sc2c1 (configuration not stated)
    1, -13, -5, -27, 2, -48, 7, 3, -37, 6, -1
[6] Cc1cccc(Oc2ncccc2[N+](=O)[O-])c1C
    17, -15, -10, 16, -8, -1, 17, ., -17, -10, -48
[7] N#Cc1c(Cn2cncn2)nc(=O)n(-c2ccccc2)c1N
    -8, 5, 1, 4, 10, 14, 53, -3, 23, 21, -2
[8] C=CCn1c(SCc2ccc(OC)cc2)nnc1-c1cccnc1
    -4, 9, -6, 9, -4, 4, -5, 0, -1, 3, 1
[9] CC(=O)Nc1ccc(NC(=O)C(C)OC(=O)C(C)SCC(=O)Nc2ccc(C)cc2)cc1 (configuration not stated)
    21, -9, -3, -17, -7, 9, 2, 0, 10, 16, 0
[10] CC(/C=N/NC(=O)c1ccc(CN2c3cccc4cccc(c34)S2(=O)=O)cc1)c1ccccc1 (configuration not stated)
    -3, 1, -5, 1, 4, 15, -8, -1, 3, -5, 7
[11] O=C(Oc1ccccc1)c1ccc(-n2cnnn2)cc1
    12, 2, -9, -3, -14, -2, -6, 2, -3, 0, 6
[12] CCn1c(C)nnc1SCC(=O)NC1CCCC1
    -15, -4, -7, 4, -4, 7, 3, 1, 3, 6, -10
[13] CCc1nc(SCC(=O)N2CCc3cc(OC)c(OC)cc3C2)c(C#N)cc1C
    -6, 4, ., 4, -11, 12, -17, 1, -20, 6, 9
[14] Cc1cc(NC(=O)CCC(=O)N(CCC(C)C)CC(=O)NCC2CCCO2)no1 (configuration not stated)
    9, 2, -5, 6, 0, 18, -19, 1, -7, ., -12
[15] CC(=O)NCCNc1nc(NC(C)C)nc2ccsc12
    18, ., -4, 9, -7, 11, 14, ., 7, 6, 13
[16] CCOc1ccccc1-c1n[nH]c(=S)o1
    -15, 16, -4, 18, 13, 20, -6, 6, -8, -8, -17
[17] Cc1ccc2c(c1C)OC(=O)CC2(C)C
    -9, 2, -2, 15, 4, 17, 4, 4, -11, 7, -12
[18] COc1ccccc1OCC(=O)NCCCn1ccnc1
    -7, -2, -3, -6, 6, 13, 4, 2, -10, -1, 1
[19] CCN(CC)C(=O)CN(c1cccc([N+](=O)[O-])c1)S(=O)(=O)c1ccccc1
    0, -4, -3, 4, -4, 11, 12, 0, -4, -7, 1
[20] Cc1ccc(C(=O)N2CCN(S(=O)(=O)N3CCOCC3)CC2)cc1
    16, 2, -4, 6, -2, 5, 0, 4, 11, 8, -11
[21] CN1CCN(c2ccc(CNS(=O)(=O)c3ccc(F)cc3Cl)cc2)CC1
    19, -8, -2, 3, -7, 2, -8, 5, 1, 0, -9
[22] Cc1cc(C(=O)N2CCN(C(=O)c3ccco3)CC2)ccc1[N+](=O)[O-]
    3, -5, -2, 8, 2, 6, 1, -2, -21, -1, 2
[23] Cc1nn(CC(=O)NCCc2ccc(Cl)cc2)c(C)c1[N+](=O)[O-]
    -5, -6, ., 6, -6, 15, 2, 1, 16, -3, -10
[24] NC1=NC[C@H](c2ccccc2)N1CCc1cccc(F)c1
    12, -7, ., -15, 17, 0, 15, 5, -6, -7, 3
[25] CCCc1cc(=O)[nH]c(SCC(=O)Nc2cc3c(cc2C(C)=O)OCO3)n1
    7, 10, -5, 17, 1, 5, -2, 5, -15, 0, 2
[26] O=C(CSc1nnc(SCc2ccccc2)s1)NNC(=S)Nc1ccccc1
    2, 5, -7, -13, 15, 9, 24, 2, -36, -1, -4
[27] CCCCCNC(=O)C(C#N)c1nc2ccccc2nc1N1CCCC1 (configuration not stated)
    -6, 14, ., 25, -17, 21, 8, 4, 15, -6, 1
[28] COc1cc(C(=O)N/C(=C\c2cn(C)c3ccccc23)C(=O)NCCCn2ccnc2)cc(OC)c1OC
    4, 0, -5, 2, -10, 3, 2, -3, -6, 2, 4
[29] C(=N\N=C\c1ccncc1)/c1ccncc1
    30, -5, -11, -13, -20, 1, -5, 6, -19, 8, -20
[30] NC(CO)c1cn([C@@H](CCC(=O)O)C(=O)N2CCNCC2)nn1 (some centres not stated)
    -6, 4, -11, 4, 8, 10, -3, -2, -6, 3, -2
[31] CCCNC(=O)c1cc(S(=O)(=O)N2CCCCC2)c[nH]1
    16, 8, ., 16, -9, 2, 12, 3, -17, -3, 4
[32] COc1ccc(C(=O)NNC(=O)CNC(=O)C2CCCCC2)cc1
    2, -8, -3, -1, -5, 17, 3, -2, 16, -4, 0
[33] COc1cccc(/C=N/Nc2ccc(Cl)nn2)c1
    -12, -87, -4, -262, 9, -227, -20, 0, -71, -5, -5
[34] COc1ccc(-n2c(C)nc3cc(C(=O)O)ccc32)cc1
    9, -12, ., -3, 3, 14, 8, 3, -17, 4, 5
[35] COCCCN(CC(=O)Nc1ccc(F)cc1)S(=O)(=O)c1cccs1
    -14, 1, -6, 11, -15, 3, -2, ., 5, 1, 5
[36] CC(=O)c1ccc(NC(=O)Cn2c3ccccc3c3nc(=O)cc(C)n32)cc1
    -3, -6, -6, 8, -4, 16, ., 0, -27, 14, -4
[37] CCCCn1c(N)c(N(CCOC)C(=O)CSc2nnc(C)n2-c2ccc(OC)cc2)c(=O)[nH]c1=O
    -30, 17, -4, 14, 15, -7, -63, 3, -10, -10, -13
[38] CCOC(=O)c1ccccc1NC(=O)c1ccc2nccnc2c1
    -5, -9, -12, 9, -8, -5, 9, 6, -3, -5, 3
[39] COc1cc(/C=C2/SC(=O)N(Cc3ccccc3Cl)C2=O)ccc1OCc1ccncc1
    -8, 11, -5, 40, -12, -6, 17, 3, 3, 5, 1
[40] CC1(C)C(c2ccccn2)=[N+]([O-])C(C)(C)N1O
    -20, 1, -8, -3, 5, -4, 0, -2, -18, 1, 9
[41] C=CCN1C(c2cccc(C(F)(F)F)c2)=CS/C1=C(/C#N)c1nnc(N2CCOCC2)n1-c1ccccc1
    13, 7, -2, 16, -13, 21, 20, -1, -3, -3, 6
[42] CCn1c2ccccc2c2cc(/C=N/NC(=O)c3ccccc3)ccc21
    -12, 19, -7, -12, 0, -24, -4, 2, -131, 1, 0
[43] CN(C)C(=O)c1cnc(-c2ccccc2)nc1-c1ccccc1
    -5, 2, -5, 5, 0, 4, 11, 3, 7, -3, 11
[44] COc1ccc(C(=O)N2CCN(CCc3ccccc3)CC2)cc1[N+](=O)[O-]
    -31, 3, -2, 18, 3, -11, 8, -3, 0, ., 5
[45] Cc1cccc2sc(NNC(=O)c3ccc(S(=O)(=O)N4CCCC(C)C4)cc3)nc12 (configuration not stated)
    5, 42, 43*, 68*, 7, 10, 23, -2, -17, -21, .
[46] COc1ccc(CCNC(=O)c2c(O)c3ccccc3n(C)c2=O)cc1
    -11, -4, -5, -2, -2, 8, -5, 0, -8, 10, -10
[47] O=C(CCN1CCCCC1c1cccnc1)NCc1ccccc1 (configuration not stated)
    -8, 10, 0, 13, -6, 4, 2, -1, 15, 9, -3
[48] COc1ccc(C2N=C(c3ccccc3)NO2)cc1OC (configuration not stated)
    -22, -64, -7, -334, 6, -180, -111, 0, -132, -2, 6
[49] Cc1ccccc1NC(=O)Cc1nnc(SCC(=O)NC2=NCCS2)n1C
    4, 4, -2, -7, 9, -3, 11, -2, -12, -10, 4
[50] C#CCNC(=O)C1=C[C@H](c2csc3ccccc23)[C@@H](CCCO)[C@H](OCC)O1
    26, 1, -9, -14, -7, 23, -11, -2, 8, 1, 6
[51] Cc1n[nH]c(C)c1C(=O)CC1(O)C(=O)N(CCc2ccccc2)c2ccc(Br)cc21 (configuration not stated)
    -2, 6, -7, 11, 10, 15, -10, 0, 1, -6, 1
[52] CCN(CC)C(=O)COc1ccc(/C(C)=N/NC(=O)c2ccccc2Br)cc1
    -23, 2, 4, -9, 11, 2, -18, 3, -12, -6, 1
[53] Cc1nnc(NC(=O)CSc2nnc3c(n2)[nH]c2ccc(Br)cc23)s1
    -5, 6, -3, 1, -7, 1, -12, 3, -13, 6, -5
[54] COCC(=O)N(c1ccccc1)C(C)C(=O)OC (configuration not stated)
    -10, 6, 3, 2, -7, -9, 1, 3, -20, -12, 4
[55] Cc1ccc(-n2ncc3c(NCCCOC(C)C)ncnc32)c(C)c1
    14, 4, ., -8, 0, -47, 1, 2, -20, -2, 9

With a hit mark in Peg3 promoter (from the list above):
cpd	compound	CF NFkB inh	MITF TRPM1 inh	CaV13 FRET inh	Peg3 promoter	HIF-2a block	Shn3 3UTR inh	NR2E3 ag-1	NR2E3 ag-2	Vif imaging	PDI turbidity
45	Cc1cccc2sc(NNC(=O)c3ccc(S(=O)(=O)N4CCCC(C)C4)cc3)nc12 (configuration not stated)	5	42	43*	68*	10	23	-2	-17	-21	.

Along the list, from the results shown.
Compounds 43 to 49 in MITF TRPM1 inh read 2, 3, 42, -4, 10, -64, 4
Compounds 43 to 49 in Vif imaging read -3, ., -21, 10, 9, -2, -10
Compounds 43 to 49 in KKLEB cytotox read 0, 3, 7, -2, -6, 6, 9
